Assay outcomes (PubChem BioAssay)
D1 PAM: Potentiators of Human D1 Dopamine Receptor: qHTS; potentiation, % at 10 µM; HEK293 TREx D1 cells, calcium flux, dopamine EC20 potentiation; D(1A) dopamine receptor (Homo sapiens), P21728; actives 0.036% (n = 360,000); in the data active = potentiation above about 30%; also: 0% is about no effect
RXFP1 antagonist: qHTS Assay for Antagonists of the Relaxin Receptor RXFP1; Relaxin receptor 1 (Homo sapiens), Q9HBX9; HEK293-RXFP1, relaxin-stimulated cAMP HTRF, 30 min; active compounds read low; activity change, negative = inhibition, % at 57.5 µM; actives 0.59% (n = 350,000);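 active = activity change of -60% or lower, but not beyond a set lower limit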; also: % is scaled to controls: 0 for no effect and ±100 for the full control effect
Target sequence (Q9HBX9 whole entry, looked up): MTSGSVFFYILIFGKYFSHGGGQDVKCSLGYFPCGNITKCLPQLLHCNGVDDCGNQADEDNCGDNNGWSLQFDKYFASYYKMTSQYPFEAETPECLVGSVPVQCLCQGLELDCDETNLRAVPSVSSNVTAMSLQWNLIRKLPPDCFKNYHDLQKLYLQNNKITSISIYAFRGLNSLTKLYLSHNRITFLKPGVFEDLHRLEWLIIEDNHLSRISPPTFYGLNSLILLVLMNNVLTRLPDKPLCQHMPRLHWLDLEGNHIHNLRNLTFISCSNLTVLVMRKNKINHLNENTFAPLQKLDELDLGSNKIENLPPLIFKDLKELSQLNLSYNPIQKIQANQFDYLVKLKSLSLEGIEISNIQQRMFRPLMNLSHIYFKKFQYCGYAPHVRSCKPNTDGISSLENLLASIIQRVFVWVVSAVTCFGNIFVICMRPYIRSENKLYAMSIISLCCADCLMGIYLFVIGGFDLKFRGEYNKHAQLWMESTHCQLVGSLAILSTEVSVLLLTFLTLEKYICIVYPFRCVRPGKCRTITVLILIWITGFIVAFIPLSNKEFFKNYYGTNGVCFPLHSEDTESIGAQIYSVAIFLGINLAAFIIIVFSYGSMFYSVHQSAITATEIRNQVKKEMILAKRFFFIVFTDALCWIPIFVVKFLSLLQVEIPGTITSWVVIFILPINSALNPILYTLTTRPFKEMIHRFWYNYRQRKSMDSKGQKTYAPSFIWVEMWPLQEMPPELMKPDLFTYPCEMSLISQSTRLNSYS
D2 PAM: HTS Assay for Positive Allosteric Modulators of the Human D2 Dopamine Receptor: Primary Screen for Potentiators; HEK293 T-REx D2, calcium flux, EC20 dopamine potentiation; potentiation, % at 10 µM; actives 0.34% (n = 340,000); AID 485347, 2010;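 active = potentiation over 3 SD above the plate norm, cut at about 30% in these data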; also: 0% is about no effect
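Potentiation of an EC20 dopamine calcium response is measured in a force-coupled, tetracycline-inducible Hek293 Trex D2 line. Compound-only kinetic reads over 180 s flag agonists before dopamine addition.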
D1 antag: Antagonist of Human D 1 Dopamine Receptor: qHTS. D(1A) dopamine receptor (Homo sapiens), P21728. HEK293 TREx D1 cells, calcium flux, dopamine EC80; active compounds read low. activity change, negative = inhibition, % at 10 µM. actives 3.2% (n = 360,000); in the data active = activity change below about -30%; also: % is scaled to controls: 0 for no effect and ±100 for the full control effect
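After overnight tetracycline induction at 30 C, force-coupled D1 HEK293 cells took up a no-wash calcium dye at room temperature. Compounds were added and monitored 180 s, and the response to EC80 dopamine was then recorded.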
TRHR enhancer: qHTS for Small Molecule Agonists and Allosteric Enhancers of Human TRH Receptor: Primary Screen for Enhancers | Thyrotropin-releasing hormone receptor (Homo sapiens), P34981 | TRHR cells, fluo-8 calcium fluorescence, EC20 TRH enhancement | enhancement, % at 2 µM | actives 0.66% (n = 360,000) | AID 493056, 2011; in the data active = enhancement above about 30%; also: 0% is about no effect
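TRHR-expressing cells loaded with fluo-8 calcium dye were read kinetically (ex 480/em 530) during compound addition, then stimulated with an EC20 of TRH (10 nM final). Enhancement of the Gq-mediated intracellular calcium response was scored.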
D1 agonist: Allosteric Agonists of the Human D1 Dopamine Receptor: qHTS. HEK293 T-REx D1 cells, calcium flux, agonist mode. activation, % at 2 µM. actives 1% (n = 360,000); also: 0% is about no effect
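Tetracycline-induced HEK293 TREx D1 cells, force-coupled to calcium signalling, were dye-loaded with a no-wash calcium kit. Compound was pin-added after a 10 s baseline. Fluorescence was read kinetically at 1 cycle/s for 180 s, with calcium rises flagged as agonism.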
D2 antagonist: HTS Assay for Allosteric Antagonists of the Human D2 Dopamine Receptor: Primary Screen for Antagonists. D(2) dopamine receptor (Homo sapiens), P14416. HEK293 TREx D2 cells, calcium flux, dopamine EC80. inhibition, % at 10 µM. actives 2% (n = 340,000); in the data active = inhibition above about 30%; also: 0% is about no effect
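Tetracycline-induced HEK293 T-REx cells expressing D2 force-coupled to calcium signalling were dye-loaded, exposed to compound for 180 s, then challenged with an EC80 of dopamine; calcium flux was followed kinetically for a further 180 s.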
TRHR agonist: qHTS for Small Molecule Agonists and Allosteric Enhancers of Human TRH Receptor: Primary Screen for Agonists; Thyrotropin-releasing hormone receptor (Homo sapiens), P34981; TRHR cells, calcium flux fluo-8, FDSS agonist mode; activation, % at 2 µM; actives 0.18% (n = 360,000); also: 0% is about no effect
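In this calcium-flux screen, cells bearing human TRHR are dye-loaded with fluo-8, baselined for 10 cycles, then exposed to library compounds; positive kinetic calcium responses during the agonist phase mark hits, with TRH as control.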
D2 agonist: HTS Assay for Allosteric Agonists of the Human D2 Dopamine Receptor: Primary Screen for Agonists; D(2) dopamine receptor (Homo sapiens), P14416; HEK293 T-REx D2 cells, calcium flux agonist mode; activation, % at 2 µM; actives 0.53% (n = 340,000);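 active = activation over 3 SD above normal in the single-dose calcium agonist read, cut at about 30% in these data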; also: 0% is about no effect
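Tetracycline-induced HEK293 Trex cells with D2 receptor force-coupled to calcium signaling, plated overnight at 30 C and loaded with no-wash calcium dye. Calcium flux read kinetically for 180 s after compound addition; responses flag agonists.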
The depositor's hits bear a star; . = not tested or not shown. Rule as the data show it, unless noted: active = activation above about 30%; inactive = the rest. Not a hit list; overall some 7.1% were active at least once.

SMILES	D1 PAM	RXFP1 antagonist	D2 PAM	D1 antag	TRHR enhancer	D1 agonist	D2 antagonist	TRHR agonist	D2 agonist
CS(=O)(=O)c1sc(C(=O)NC(=O)Nc2cccc(C(F)(F)F)c2)c2c1C=CCC2	-3	7	-4	-14	5	1	-6	0.6	-0.3
Cc1ccc(C(=O)Nc2ccccc2N2CCCC2)s1	5	4	-7	-8	3	3	17	0.4	0.7
CCOc1ccc(S(=O)(=O)Nc2nc3ccccc3nc2-n2ccc(=NC(=O)c3ccccc3C)cc2)cc1	-9	-12	-9	-19	-5	62*	-7	11	10
COC(=O)c1ccc(C(=O)OC)c(NC(=O)C(C)C)c1	-9	-2	-9	8	12	-1	14	-0.7	0.1
COC(=O)c1ccc(NC(=O)c2ccc3c(c2)C(=O)N(C)C3=O)cc1	0	-6	-8	5	-1	2	10	0.5	2.7
CCOC(=O)c1c(NC(=O)CN(C)C)sc(C(=O)N(CC)CC)c1C	2	2	-3	-16	7	1	-10	0.4	0.1
COc1cccc(-c2cccc(NC(=O)C3CCN(Cc4ccc(CO)o4)CC3)c2)c1	-2	11	-8	-2	-4	1	9	0.2	1.0
Cc1ccc(NC(=O)COc2coc(CN3CCc4ccccc4C3)cc2=O)cc1Cl	-3	-9	0	3	1	0	-3	-1.4	0.0
O=C1CN(c2ccc(F)cc2)C(=S)N1c1ccccc1	0	3	0	-14	9	1	7	-0.1	-0.4
CCOc1ccc(N(CC(=O)NCc2ccco2)C(=O)CCC(=O)Nc2nccs2)cc1	-5	13	-26	1	26	-2	24	0.7	-0.2
Cc1ccc(N(CC(=O)Nc2cc(C)cc(C)c2)S(=O)(=O)c2c(C)noc2C)cc1	-7	-1	-7	5	5	15	.	-0.4	.
O=C(CSc1cn(CC(=O)N2CCCCC2)c2ccccc12)NCc1ccccc1Cl	0	-14	0	-8	-12	1	.	-0.2	-1.2
COC(=O)C1C(C(C)C)N(c2ccccc2)OC1(C)O (stereo not drawn)	-4	12	-6	0	-4	2	14	0.3	-0.2
O=C(CC12CC3CC(CC(Br)(C3)C1)C2)NC1CCCC1	0	9	7	11	-6	3	34*	0.8	1.5
COCCn1c(COc2cccc(OC)c2)nnc1SCC(=O)N1CCOCC1	-1	21	9	3	6	0	-3	0.0	-0.1
COc1ccc(CCNC(=O)C2CCN(C(=O)c3ccc(Cl)cc3)CC2)cc1	0	-6	-7	0	22	2	9	-0.6	0.3
CCOC(=O)CN(C(=O)CNC(=O)c1ccco1)C(C(=O)NC1CCCC1)c1ccccc1OCC (stereo not drawn)	-4	3	-7	6	-3	-1	2	0.3	0.1
CCOC(=O)C1CCCCN1Cc1cn(C)nc1-c1ccccc1F (stereo not drawn)	4	-9	0	-9	4	1	-5	0.0	-0.1
CC(C)c1nnc(NC(=O)CCC(=O)N2CCC(Cc3ccccc3)CC2)s1	4	-20	.	10	3	1	.	-0.6	.
O=C(CCSc1ccccn1)Nc1ccc(Br)cc1	-3	-8	-27	-15	-2	0	1	-0.1	-0.9
COc1ccc(CNc2ccc3cc(S(=O)(=O)N4CCCCC4)ccc3n2)cc1	-7	-9	-3	-7	1	6	.	0.5	.
COc1cc(C(=O)NCc2ncccc2C)ccc1OC1CCN(C(C)=O)CC1	-10	-1	12	7	0	2	-4	1.4	-0.4
COc1ccc(OC)c(-c2cc(C(=O)NCCCn3ccnc3)no2)c1	-1	1	-25	6	8	-1	-8	-0.5	-0.6
CCOc1ccc2c(c1)C(c1ccccc1)=NNC(c1ccccc1)=N2	-2	3	6	4	5	5	.	-0.5	-0.8
COCCN(C(=O)CN1CCCc2ccccc21)c1c(N)n(Cc2ccccc2)c(=O)[nH]c1=O	-7	4	-5	34	1	6	13	6.2	0.9
CN1CCN(C(=O)c2ccc(NS(=O)(=O)c3ccccc3)cc2)CC1	-3	8	.	-3	8	1	25	0.9	1.8
COc1ccc(OCc2cc(C(=O)NC(C)Cc3ccccn3)no2)c(Cl)c1 (stereo not drawn)	-1	17	-7	2	-2	5	33*	1.7	-1.0
CC(C)(C)c1ccc(OCc2cnc(Cl)s2)cc1	-3	-20	.	-4	-2	0	.	-0.2	.
O=C(CSc1nccn1-c1ccc(Cl)cc1)Nc1nc2ccccc2s1	-4	-5	-10	5	-2	2	.	-0.3	0.8
Cc1nn(-c2ccccc2)cc1/C=N/O	-7	9	-2	-6	-7	3	12	-0.4	1.1
Cn1c(CCNC(=O)c2ccccc2F)nnc1SCC(=O)Nc1ccccc1F	-8	4	-9	3	10	5	-6	1.4	-1.3
CCC(=O)N1CCc2cc(Br)cc(S(=O)(=O)CCC(=O)NCc3ccc(C)cc3)c21	0	-2	-7	1	10	3	.	-0.2	-0.2
COc1ccccc1C(=O)NNC(=O)c1ccc(NC(=O)c2ccccc2)cc1	-1	5	-3	4	1	1	-10	0.0	0.1
Nc1nc(N)nc(-c2cccc(Cl)c2)n1	5	.	-3	.	-8	-2	32*	-0.6	0.2
O=C(NCc1ccco1)C1CCN(c2ccc(N3CCOCC3)nn2)CC1	-5	.	-31	3	0	1	5	-0.8	0.4
CS(=O)(=O)N1CCc2cc(C(=O)N3CCCC3)ccc21	-2	-25	2	10	-2	2	2	0.1	0.4
Cc1ccc(C2(c3noc(CN4CCOCC4)n3)CCCC2)cc1	2	8	16	4	6	0	4	0.0	0.1
CCOC(=O)c1cc(-c2ccc(F)cc2)n(CCC(=O)Nc2cc(OC)cc(OC)c2)c1C	-5	-38	-2	-7	2	8	.	1.7	-0.6
CCOC(=O)c1c(N)sc(N)c1C(=O)OCC	0	-12	16	-9	0	2	14	0.2	1.0
CCC1(c2ccccc2)NC(=O)N(CC(=O)Nc2ccccc2C(=O)NC2CCCC2)C1=O (stereo not drawn)	-1	8	5	-6	0	0	14	0.0	0.0

For reference, some entries already given:
SMILES	D1 PAM	RXFP1 antagonist	D2 PAM	D1 antag	TRHR enhancer	D1 agonist	D2 antagonist	TRHR agonist	D2 agonist
CCOC(=O)c1c(N)sc(N)c1C(=O)OCC	0	-12	16	-9	0	2	14	0.2	1.0
CCC1(c2ccccc2)NC(=O)N(CC(=O)Nc2ccccc2C(=O)NC2CCCC2)C1=O (stereo not drawn)	-1	8	5	-6	0	0	14	0.0	0.0

(cont.)
SMILES	D1 PAM	RXFP1 antagonist	D2 PAM	D1 antag	TRHR enhancer	D1 agonist	D2 antagonist	TRHR agonist	D2 agonist
CCN(CC(=O)NCc1ccc(Cl)cc1)C(=O)CCOc1ccccc1C	-2	-7	4	1	-17	5	22	-1.0	-0.9
CCOCCc1c(O)nc(SCCOc2ccc(C)c(C)c2)[nH]c1=O	2	-4	0	-7	-2	-1	5	0.0	-0.6
NC(=O)C(NC(=O)OCc1ccccc1)c1ccccc1 (stereo not drawn)	-6	.	8	15	1	6	1	-0.5	0.1
CCOC(=O)c1cnn(-c2cc(Oc3ccccc3)ncn2)c1N	-5	5	-1	-16	-10	2	5	0.3	0.2
CCCCn1nc(C(=O)Oc2ccc3c(C)cc(=O)oc3c2)c2ccccc2c1=O	0	5	11	2	-2	1	-3	-0.4	-0.6
Cc1nn(Cc2cccc(F)c2)c(C)c1NC(=O)c1ccc(COc2ccccc2Cl)cc1	-4	-27	-1	2	-2	7	25	2.1	1.2
CC(=O)c1cnn(-c2ccccc2)c1C	-4	-5	3	19	4	1	-5	0.2	-0.1
COc1ccc(CSCC(=O)NCCC(C)C)cc1	8	-4	0	-4	13	0	10	0.1	0.4
Cc1cccc(C(=O)Nc2ccc(N3CC=C(c4ccccc4C)CC3)c(C(=O)O)c2)c1	-1	4	-1	29	14	1	.	0.0	0.3
COC(=O)c1ccccc1NC(=O)c1cc2ccccn2n1	-3	-15	-1	-5	-6	0	.	-0.3	-0.2
O=C(COC(=O)c1ccccc1F)c1ccc(-n2nncc2-c2ccco2)cc1	-10	-5	-4	4	-5	7	3	-0.2	0.0
COc1ccccc1N1CCN(C(=O)C2c3ccccc3Oc3ccccc32)CC1	7	-7	9	16	-2	6	15	-0.7	0.8
O=C(CSc1ccccc1C(=O)N1CCCCC1)NCC1CCCCC1	2	3	-3	17	-3	1	0	-0.3	-0.3
Cc1ccc(NC(=O)CN2CCOCC2)cc1	0	-5	4	17	3	2	-2	0.1	0.9
CSc1ccc(S(=O)(=O)N(CC(=O)NCc2ccccn2)c2ccc(C)cc2)cc1	1	-2	.	19	-3	4	7	-0.7	-3.1
Cc1cc(C(=O)NCc2cccc(Br)c2)c2c(C)nn(-c3ccccc3)c2n1	2	4	6	-4	-6	6	.	2.1	1.4
CC(C)(C)C(=O)Nc1cccc(C(=O)OCc2cc(=O)n3nc(C4CC4)sc3n2)c1	-1	-12	10	-14	2	1	.	-0.3	.
Cc1ccc(OC(=O)c2cccc(S(=O)(=O)N3CCN(C)CC3)c2)c(Br)c1	-10	-2	-2	-32*	-5	6	6	-0.4	-0.3
Cc1ccc(-c2noc(C3CCN(S(C)(=O)=O)CC3)n2)o1	4	-5	-9	3	-5	5	-7	1.1	0.7
O=C(O)C1CC(=O)N(c2ccc(OCc3ccccc3Cl)cc2)C1 (stereo not drawn)	-2	-7	1	14	3	3	-32	0.0	0.8

Brought forward from above: 4 entries, followed by the next part.
SMILES	D1 PAM	RXFP1 antagonist	D2 PAM	D1 antag	TRHR enhancer	D1 agonist	D2 antagonist	TRHR agonist	D2 agonist
CC(C)(C)C(=O)Nc1cccc(C(=O)OCc2cc(=O)n3nc(C4CC4)sc3n2)c1	-1	-12	10	-14	2	1	.	-0.3	.
Cc1ccc(OC(=O)c2cccc(S(=O)(=O)N3CCN(C)CC3)c2)c(Br)c1	-10	-2	-2	-32*	-5	6	6	-0.4	-0.3
Cc1ccc(-c2noc(C3CCN(S(C)(=O)=O)CC3)n2)o1	4	-5	-9	3	-5	5	-7	1.1	0.7
O=C(O)C1CC(=O)N(c2ccc(OCc3ccccc3Cl)cc2)C1 (stereo not drawn)	-2	-7	1	14	3	3	-32	0.0	0.8
COc1cc(OC)cc(C(=O)N=c2sc3ccccc3n2C)c1	-2	-1	.	15	-3	0	.	-0.1	.
CCOC(=O)CNC(=O)CSc1nc(N(C)C)nc(N2CCOCC2)n1	-2	-5	0	4	6	5	7	0.1	-0.1
Cc1ccc(N2C(=O)C3CC(c4ccccc4)=C4C5C=CC(C6C(=O)N(c7ccc(C)cc7)C(=O)C56)C4C3C2=O)cc1 (stereo not drawn)	0	-18	13	4	3	4	-19	0.5	-2.7
O=C(O)c1ccccc1C(=O)Nc1ccc(Oc2cccc3ccccc23)cc1	-2	-15	8	8	2	2	3	-0.2	1.7
CC1c2cc3c(cc2CCN1C(=O)c1cccc(Cl)c1)OCCCO3 (stereo not drawn)	1	-1	4	-20	-10	1	-11	-0.1	0.2
